OXTR agonist = agonists of human oxytocin receptor. P30559. CHO-OTR cells, Fluo-8 calcium fluorescence; normalized: DMSO 0%, oxytocin 100%. activation, % at 3 µM. actives 0.32% (n = 320,000);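 active means activation above the mean of all tested compounds plus 3 SD, cutoff set per screening run, cut at about 20% in these data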;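 further: peak over basal fluorescence ratio from a 100 s FLIPR kinetic read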
Target sequence (P30559 whole entry, looked up): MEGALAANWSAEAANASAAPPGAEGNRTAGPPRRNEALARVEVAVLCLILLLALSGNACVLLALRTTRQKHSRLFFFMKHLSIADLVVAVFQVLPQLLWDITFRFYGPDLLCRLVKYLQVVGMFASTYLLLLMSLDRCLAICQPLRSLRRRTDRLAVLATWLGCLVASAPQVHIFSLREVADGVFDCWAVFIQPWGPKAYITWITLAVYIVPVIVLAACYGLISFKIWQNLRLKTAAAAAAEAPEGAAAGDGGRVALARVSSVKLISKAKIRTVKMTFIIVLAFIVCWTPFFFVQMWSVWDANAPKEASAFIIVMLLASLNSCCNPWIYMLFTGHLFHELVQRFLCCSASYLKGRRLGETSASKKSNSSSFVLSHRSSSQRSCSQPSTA
PfM18AAP inh = blocks P. falciparum M18 aspartyl aminopeptidase. recombinant PfM18AAP, H-Glu-NHMec fluorogenic cleavage. inhibition, % at 7.35 µM. actives 1.2% (n = 290,000). AID 1822;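 active means inhibition above the campaign mean inhibition over all tested compounds plus 3 SD, cut at about 28% in these data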;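 further: 0% = plate median of test compound wells and 100% = 2 mM ZnCl2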
PHOSPHO1 block = PHOSPHO1 (human) inhibition; Q8TCT1; recombinant PHOSPHO1, absorbance phosphatase assay; inhibition, % at 13.3 µM; actives 1.1% (n = 290,000); AID 1565; in the data active means inhibition above about 60%
Target sequence (Q8TCT1 whole entry, looked up): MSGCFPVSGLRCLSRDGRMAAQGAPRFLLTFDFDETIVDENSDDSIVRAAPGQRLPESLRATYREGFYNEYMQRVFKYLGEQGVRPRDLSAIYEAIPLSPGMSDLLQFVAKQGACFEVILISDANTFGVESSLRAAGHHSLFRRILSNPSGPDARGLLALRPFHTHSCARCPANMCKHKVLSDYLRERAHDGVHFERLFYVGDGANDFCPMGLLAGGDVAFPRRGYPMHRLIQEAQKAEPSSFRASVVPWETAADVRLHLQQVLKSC
FID counter = displaces DNA intercalator in HCV helicase counter-screen; DNA fluorescent intercalator displacement, fluorescence; inhibition, % at 7.9 µM; actives 0.17% (n = 290,000); AID 1845; in the data active means inhibition above about 37%;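 further: 0% = vehicle and 100% = reference compound; higher means more ethidium bromide displaced from hairpin DNA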
MEKK2 WT-MEK5 = raises or lowers MEK5 binding to wildtype human MEKK2 PB1 domain | Q9Y2U5 | bead flow cytometry, Alexa488-MEK5 binding to MEKK2 WT; actives lie on both sides | binding response (% of control), % at 10 µM | actives 1.1% (n = 290,000) | AID 1531; in the data active means binding response below about 67% or above about 130%
NALP1 inh = inhibitors of NALP1 inflammasome in yeast | S. cerevisiae NALP1/ASC/caspase-1 growth, X-gal OD620, 72 h | inhibition, % at 10 µM | actives 0.61% (n = 280,000) | AID 2071; in the data active means inhibition mostly above about 24%, no sharp cut-off; inactive means mostly below about 32%; further: some compounds called inactive have numbers as strong as hits
GPR7 antagonist = blocks human GPR7 receptor signaling. P48145. GPR7-expressing cells, fluorescence antagonist assay. inhibition, % at 4.4 µM. actives 1.1% (n = 290,000); in the data active means inhibition above about 16%, passing the limit was not always enough;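 further: cells stimulated with the agonist NPW; 0% = agonist with vehicle and 100% = vehicle without agonist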
Target sequence (P48145 whole entry, looked up): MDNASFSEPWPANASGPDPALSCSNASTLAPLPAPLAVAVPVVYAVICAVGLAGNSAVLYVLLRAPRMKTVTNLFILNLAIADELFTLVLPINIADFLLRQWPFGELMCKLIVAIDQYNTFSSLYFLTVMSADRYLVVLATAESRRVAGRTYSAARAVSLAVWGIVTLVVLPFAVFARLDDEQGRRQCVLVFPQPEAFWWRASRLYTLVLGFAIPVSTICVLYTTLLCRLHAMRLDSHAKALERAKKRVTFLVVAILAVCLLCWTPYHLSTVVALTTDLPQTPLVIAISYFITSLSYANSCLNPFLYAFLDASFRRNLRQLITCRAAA
MEKK3 PB1 HTS = modulators (inhibitors or enhancers) of MEK5 binding to human MEKK3 PB1 domain | Q99759 | bead-based flow cytometry, Alexa488-MEK5 binding to MEKK3; actives lie on both sides; 0 = blocked by unlabeled MEK5, 100 = vehicle | binding response (% of control), % at 10 µM | actives 1.4% (n = 290,000) | AID 1529;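 active means binding response more than 3 SD above or below the average of its plate-row segment, actives on both sides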;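 further: Alexa488 bead fluorescence after subtracting the streptavidin-only scavenger bead signal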
MEKK2mut PB1 HTS = signal of MEK5 binding to mutant human MEKK2 PB1 domain; bead flow cytometry, Alexa488-MEK5 binding to MEKK2 mutant; percent response, % at 10 µM; actives 0.35% (n = 290,000); in the data active means percent response above about 24%, passing the limit was not always enough; further: inactives centre near 1; some results filed as inactive read as strong as hits; reference of the scale not given here
* = called active by the depositor; nt = no result given; & = joins results of further samples. Not a hit list; about 6.2% have a hit in one of these screens.

SMILES	OXTR agonist	PfM18AAP inh	PHOSPHO1 block	FID counter	MEKK2 WT-MEK5	NALP1 inh	GPR7 antagonist	MEKK3 PB1 HTS	MEKK2mut PB1 HTS
Cc1ccc(/C=C2/C(=O)c3ccc(C(=O)O)cc3C2=O)o1	nt	18	8	-4	93	-1	5	98	-9
CC(=O)C(Sc1ccc2nnc(-c3ccncc3)n2n1)C(C)=O	0.0	-5	-10	-2	103	-6	-12	102	14
Cc1nc(CCNC(=O)CC2C(=O)NCCN2Cc2ccccc2)sc1C (stereo unspecified)	-0.1	1	52	0	102	23	-4	98	-2
COc1cc(OC)c(CN2CCN(c3ccc(F)cc3)CC2)cc1Br	-0.9	5	3	8	109	28	22*	102	2
COc1ccc(CCC(=O)Nc2ccccc2C(F)(F)F)cc1	-2.5	1	11	0	92	37	0	93	-2
COc1ccc(S(=O)(=O)NC(C)C(=O)NCc2ccncc2)cc1C (stereo unspecified)	0.8	-2	35	-3	94	12	-21	100	-8
Cc1ccccc1N(CC(=O)N/N=C/c1cc(C)n(-c2ccccc2C)c1C)S(C)(=O)=O	0.7	-16	10	-15	107	-12	3	114	9
Cn1nnnc1SCC(=O)Nc1cc(C(C)(C)C)nn1-c1ccccc1	-0.3	1	-8	-8	108	-2	-11	107	0
Cc1cc(NC(=O)CCCN2C(=O)c3cccnc3C2=O)no1	0.7	-2	10	10	nt	nt	-7	nt	nt
O=C(COC(=O)c1cnccn1)Nc1cccc2ccccc12	0.1	6	36	2	92	19	-6	98	-5
O=C1C2C(c3ccccc3)C=CC(c3ccccc3)C2C(=O)N1C1CCCCC1 (stereo unspecified)	-1.0	-3	10	0	107	0	0	105	9
O=C(O)COc1nsnc1N1CCOCC1	-0.3	-6	-10	6	98	13	2	103	0
O=C(NCc1ccco1)C1CCCN1C(=O)NCc1ccccc1 (stereo unspecified)	-0.9	-7	2	3	81	-2	3	77	-12
N/C(=N\OC(=O)CCc1ccccc1)c1cccnc1	0.1	-3	28	-2	86	-2	-8	95	-7
Cc1ccccc1OCC(=O)Nn1c(COc2ccccc2)nc2ccccc2c1=O	0.0	2	10	-18	112	22	5	110	5
CN(C(=O)Nc1cccc(C(F)(F)F)c1)C1CCCCC1	-1.7	0	8	-4	97	-2	8	103	-3
Cc1ccccc1C(=O)NC1CCN(Cc2nnnn2CCc2ccccc2)CC1	0.1	4	12	-12	97	-3	-13	97	-1
Cc1cccc(-c2c3c(=O)n(C)c(=O)n(C)c3cn2C(C)C)c1	-1.4	-7	6	-24	104	6	-14	103	2
CC1CCC/C(=N\NC(=O)COc2ccc(Cl)cc2Cl)C1 (stereo unspecified)	-0.7	-1	56	-2	nt	-4	-6	nt	nt
COc1cccc(NS(=O)(=O)c2ccc3c(c2)N(C(C)=O)CCS3)c1	6.7	1	37	-21	102	-2	-5	102	4
O=C(NCc1ccco1)NC(=O)c1csc([N+](=O)[O-])c1	-0.5	2	37	-4	94	nt	-8	93	-4
CC(C)C(=O)Nc1cc(-c2nc3ncccc3o2)ccc1Cl	0.1	2	46	-11	108	4	-24	103	3
CCOC(=O)c1cc(-c2csc(COc3ccccc3Cl)n2)on1	-1.8	0	30	-3	105	23	18	103	4
Nc1cnccc1C(=O)O	1.2	9	49	-1	102	-15	-19	103	2
CC(NC(=O)c1ccc(C(F)(F)F)cc1)C(c1ccccc1)N1CCOCC1 (stereo unspecified)	-2.6	-6	63*	-16	85	-11	-8	90	-8
Other results follow.
SMILES	OXTR agonist	PfM18AAP inh	PHOSPHO1 block	FID counter	MEKK2 WT-MEK5	NALP1 inh	GPR7 antagonist	MEKK3 PB1 HTS	MEKK2mut PB1 HTS
Cc1ccc(NC(=O)Nc2nnc(-c3ccccc3F)s2)cc1	2.3	-12	32	0	97	nt	-2	99	-7
Cc1cc(NNC(=O)c2ccccc2)nc(NNC(=O)c2ccccc2)n1	1.7	15	8	-6	91	-16	0	101	-9
Cc1ccccc1Cn1nnc(-c2ccc(F)cc2)n1	-2.3	-7	38	-14	101	35	21	105	0
Cc1cccc(NC(=O)[C@H](NC(=O)[C@@H]2Cc3ccccc3CN2)c2ccccc2)c1	5.4	-6	48	24	104	10	8	98	0
C=CCc1ccc(O)c(-c2ccc(O)c(CC=C)c2)c1	-0.1	0	4	-7	104&91	2	-12	105&99	1&-6
CCCCOc1ccc(Br)cc1/C(C)=N/NC1=NCCN1	5.1	0	19	16	162*	30	24*	113	35*
COc1cc(C=O)ccc1OS(=O)(=O)c1ccccc1[N+](=O)[O-]	0.9	11	3	6	97	19	7	95	1
c1ccc(-c2nn3c(Cn4nnc5ccccc54)nnc3s2)cc1	0.7	22	69*	-1	95	0	-10	91	1
O=C(NCCc1ccccc1)C(=O)NCC1OCCN1S(=O)(=O)c1ccc(Cl)cc1 (stereo unspecified)	1.1	-11	28	-36	80	nt	-11	76	-8
CN(C)c1ccc(NC(=O)C2C3C=CC(C3)C2C(=O)O)cc1 (stereo unspecified)	nt	55*	39	11	98	4	-3	97	-4
COc1cccc(Nc2nc3ccccc3nc2NS(=O)(=O)c2ccc(NC(C)=O)cc2)c1	2.5	-5	46	-37	101	31	-1	99	5
O=C(CSc1ccc2nnc(-c3cccnc3)n2n1)Nc1ccc(F)cc1F	1.1	5	38	-11	103	7	2	100	0
CC(C)(C)c1ccc(/C=N/OCC(=O)NCc2ccc(F)cc2)cc1	-1.3	1	2	-20	96	15	-8	98	-1
COCCn1cc(C(=O)c2ccccc2OCC(=O)Nc2cc(C)on2)cc(C#N)c1=O	-0.3	-9	4	-11	100	-28	-7	102	1
COc1cccc(-n2ccn(CC(=O)NCCc3ccccc3)c(=O)c2=O)c1	-0.3	8	36	-8	98	18	0	99	0
O=C(c1ccc(F)cc1)N1CCC2(CC1)NCCc1[nH]cnc12	0.7	8	41	5	100	15	0	98	10
COc1cccc(CNC(=O)c2ccc(NC(=O)C3CCCO3)cc2)c1 (stereo unspecified)	1.4	6	4	-1	118	21	5	108	6
CCOc1ccc(Br)cc1C1C(C(=O)OC)=C(N)Oc2cc(N(C)C)ccc21 (stereo unspecified)	-0.3	9	4	-15	105	4	-11	103	9
COc1cc(NC(=O)c2cc(C)no2)c(OC)cc1Cl	-2.1	0	29	-9	108	24	-3	108	4
CCCCOc1ccc(C(=O)N2CC(C)OC(C)C2)cc1 (stereo unspecified)	-1.4	-3	-34	-23	95	8	11	98	-8
O=C(Cn1cncn1)c1ccc(Cl)cc1	-0.4	59*	38	-3	111	-8	-11	105	8
O=S(=O)(c1ccc(F)cc1)N1CCCC(CO)C1 (stereo unspecified)	0.8	-3	5	0	nt	-8	4	nt	nt
CCN(CC)C(=O)Sc1cccc2cccnc12	-0.9	-2	14	-5	110	11	-8	111	9
C=C(C)C(=O)Nc1cccc(C2=NOC3(C2)C[C@@H](C(N)=O)N(C(=O)C(=C)C)C3)c1 (stereo partly specified)	0.5	nt	22	nt	96	nt	nt	90	-24
CCOc1ccc(Cl)cc1CNc1nnnn1CC	-2.2	-1	41	-8	104	14	-15	103	2

Of the compounds above, these contain a nitro group on carbon:
SMILES	OXTR agonist	PfM18AAP inh	PHOSPHO1 block	FID counter	MEKK2 WT-MEK5	NALP1 inh	GPR7 antagonist	MEKK3 PB1 HTS	MEKK2mut PB1 HTS
O=C(NCc1ccco1)NC(=O)c1csc([N+](=O)[O-])c1	-0.5	2	37	-4	94	nt	-8	93	-4
COc1cc(C=O)ccc1OS(=O)(=O)c1ccccc1[N+](=O)[O-]	0.9	11	3	6	97	19	7	95	1

In the list so far, 2 have a tert-butyl group:
SMILES	OXTR agonist	PfM18AAP inh	PHOSPHO1 block	FID counter	MEKK2 WT-MEK5	NALP1 inh	GPR7 antagonist	MEKK3 PB1 HTS	MEKK2mut PB1 HTS
Cn1nnnc1SCC(=O)Nc1cc(C(C)(C)C)nn1-c1ccccc1	-0.3	1	-8	-8	108	-2	-11	107	0
CC(C)(C)c1ccc(/C=N/OCC(=O)NCc2ccc(F)cc2)cc1	-1.3	1	2	-20	96	15	-8	98	-1

Following part.
SMILES	OXTR agonist	PfM18AAP inh	PHOSPHO1 block	FID counter	MEKK2 WT-MEK5	NALP1 inh	GPR7 antagonist	MEKK3 PB1 HTS	MEKK2mut PB1 HTS
CC1=C(C(=O)OCCCBr)C(c2ccc3c(c2)OCO3)NC(=O)N1 (stereo unspecified)	-0.5	10	4	8	100	-2	-6	100	8
COc1cc2c(cc1OC)CN(Cc1ccc(C)cc1)CC2	0.5	-7	nt	-1	107	-21	-16	98	3
CCOC(=O)c1ccc(NC(=O)C(CC)CC)cc1	-1.8	4	-5	-6	109	-13	-14	103	2
N/C(=N\OS(=O)(=O)c1ccc(Cl)cc1)c1cccnc1	0.3	-1	-12	-3	99	25	2	101	1
CC(C)(C)N(Cc1ccccc1)C(=O)CSc1ncn[nH]1	0.8	7	20	-12	98	6	-1	99	3
CCc1nc(SCC(=O)Nc2ccccc2C)n[nH]1	0.6	-14	21	-1	99	2	-2	102	-1
COc1cccc(C2=CC(=O)CC(C)(C)C2)n1	-1.6	nt	nt	nt	95	nt	nt	92	-2
Cn1c(CNC2CCCCC2)c(C#N)c2ccccc21	-0.4	-1	46	11	103	-4	9	96	0
O=S(=O)(N/N=C/c1cccc(OC2CSC2)c1)c1ccccc1	-1.7	2	-4	-3	109	16	-15	109	1
Cc1noc(C)c1C(=O)Nc1ccc(F)cc1F	0.4	-5	3	-1	102	11	-6	98	1
COc1ccccc1N1CCN(Cc2ccc(C(=O)O)cc2)CC1	0.1	-6	8	-5	101	14	-4	106	10
C/C(=N\O)C(C)(C)Nc1ccc(Br)cc1	-2.2	2	3	-13	89	nt	-20	89	-24
COc1ccc(CNS(=O)(=O)c2ccc(C3CNC(=O)C3)cc2)cc1 (stereo unspecified)	0.1	2	-2	-2	101	1	-6	97	2
CSCCCN1CCCC(CO)(Cc2ccc(F)cc2)C1 (stereo unspecified)	-0.1	7	nt	-1	105	-18	-18	103	7
CN(C)CCCN1C(=O)c2oc3ccc(F)cc3c(=O)c2C1c1cccnc1 (stereo unspecified)	0.0	-8	-7	-2	115	nt	-3	107	10
O=C(COC(=O)CN1C(=O)c2cccc([N+](=O)[O-])c2C1=O)NC1CCS(=O)(=O)C1 (stereo unspecified)	1.2	-19	19	-5	95	6	8	94	-2
CC(SCc1ccccc1)C(=O)N/N=C/c1cc2c(cc1Br)OCO2 (stereo unspecified)	-1.1	2	23	-19	96	18	-12	97	1
Cc1cc2c(cc1C)-c1nnc(-c3ccc4ccccc4n3)n1C(C)(C)C2	2.1	-1	38	-4	nt	0	-11	nt	nt
COc1ccccc1OCCNC(=O)c1cc(SC)ccc1Cl	-1.5	0	8	-11	98	32	-2	98	2
CCCNC(=O)c1nc(C)n(-c2cc(Cl)ccc2Cl)n1	-1.0	-2	36	-6	94	1	-17	97	-6
COc1ccccc1/C=N/NC(=S)Nc1cccnc1	-2.2	13	-11	-16	92	14	6	98	-3
COC(=O)c1cn(CCOc2ccc(C)cc2)c2ccccc12	-0.2	-4	-11	-17	125	11	-8	105	8
Cc1cc(-c2ccc(C)c(S(=O)(=O)NCCCN(Cc3ccccc3)C(C)C)c2)on1	-2.5	3	44	24	108	1	3	102	10
OCCCc1nc2n(n1)C(c1ccccc1)C=C(c1ccccc1)N2 (stereo unspecified)	1.0	6	-7	-14	105	17	3	108	7
Cc1ccc(C(=O)OCC(=O)N2CCC(C)CC2)cc1S(=O)(=O)N1CCCCC1	1.8	7	46	-33	101	10	-7	97	4
CN(Cc1nccn1C)C(=O)CC1C(=O)NCCN1Cc1ccccc1C(F)(F)F (stereo unspecified)	-0.7	-4	48	-6	99	-2	-12	101	-1
C/C(=N\Nc1ccc(Cl)c(Cl)c1)c1ccc(-n2ccnc2)cc1	2.8	4	-4	-5	116	29	-4	110	1
CCOC(=O)N1CCN(c2c(N3CCOCC3)c(=O)c2=O)CC1	-0.4	-7	7	0	98	-35	3	98	7
O=C(Nc1c2c(nn1-c1ccccc1)CS(=O)C2)c1ccc(Br)o1 (stereo unspecified)	-0.8	2	17	-12	96	12	-9	98	-2
O=C(O)c1sccc1OCc1ccccc1	-0.8	2	35	1	102	28	-5	106	-4
